Screening results: PubChem BioAssay, Sanford-Burnham Center for Chemical Genomics
PfG6PD inh: PfG6PD (Plasmodium falciparum) enzyme inhibition; AID 504690; inhibition, % at 20 µM; PfGluPho enzyme, NADPH resazurin-diaphorase fluorescence; actives 0.78% (n = 350,000);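 active means inhibition reaching at least a set limit at 20 µM in the primary screen, cut at about 59% in these data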;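 further: 0% = DMSO wells with substrate and 100% = DMSO wells lacking glucose-6-phosphate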
SENP8 block-1: inhibitors of human SENP8 protease; AID 602440; recombinant SENP8, Nedd8 substrate fluorescence; Q96LD8; inhibition, % at 20 µM; actives 0.64% (n = 360,000); in the data active means inhibition mostly above about 40%, no sharp cut-off; inactive means mostly below about 27%
SENP7 block: blocks the human protease SENP7; Q9BQF6; recombinant SENP7, Z-RLRGG-aminoluciferin luminescence, 40 min; inhibition, % at 5 µM; actives 1.5% (n = 330,000);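 active means inhibition above about 50% at the single test dose, limit read from the data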;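 further: plate controls were DMSO with enzyme for no effect and no enzyme buffer wells for full effect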
Target sequence (Q9BQF6 706-1050 limits assumed): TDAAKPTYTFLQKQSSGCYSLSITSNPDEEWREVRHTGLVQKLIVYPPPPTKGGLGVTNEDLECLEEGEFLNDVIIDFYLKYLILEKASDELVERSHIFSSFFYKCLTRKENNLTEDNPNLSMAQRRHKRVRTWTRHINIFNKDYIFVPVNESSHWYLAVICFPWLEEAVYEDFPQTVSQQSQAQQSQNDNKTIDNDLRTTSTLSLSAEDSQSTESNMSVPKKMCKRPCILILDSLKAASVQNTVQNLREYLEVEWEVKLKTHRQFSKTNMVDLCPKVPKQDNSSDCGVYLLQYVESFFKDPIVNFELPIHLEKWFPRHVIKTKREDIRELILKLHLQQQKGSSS
Apaf1 inhib: human Apaf-1 inhibition; O14727; actives 0.71% (n = 330,000); inhibition, % at 20 µM; reconstituted apoptosome caspase-3 activity, DEVD-Rh110 fluorescence; active means inhibition of at least 40% at 20 µM;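 further: plate controls were DMSO wells for no effect and DEVD-CHO caspase inhibitor wells for full effect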
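Material: reconstituted apoptosome with Apaf-1, cytochrome c, caspase-9, procaspase-3, dATP / Buffer or medium: pH 7.5 Hepes buffer with CHAPS, BSA, DTT / Also added: cytochrome c with DEVD-Rh110 / Schedule: compound with Apaf-1, dATP, procaspase-3 30 min, then 50 min reaction, room temperature / Technique: rhodamine 110 fluorescence at Ex 480/Em 540 nm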
SENP8 block-2: blocks the human protease SENP8; actives 1.2% (n = 330,000); purified SENP8, Z-RLRGG-aminoluciferin cleavage, luminescence; AID 2540; inhibition, % at 10 µM; in the data active means inhibition above about 50%
SENP6 block: SENP6 protease inhibition | inhibition, % at 10 µM | Q9GZR1 | Recombinant SENP6 catalytic domain, aminoluciferin luminescence | actives 1.8% (n = 330,000);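 active means inhibition above about 50% at the single tested dose, limit read from the data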;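 further: plate controls were DMSO wells with enzyme for no effect and DMSO wells lacking enzyme for full effect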
Target sequence (Q9GZR1 628-1112 limits assumed): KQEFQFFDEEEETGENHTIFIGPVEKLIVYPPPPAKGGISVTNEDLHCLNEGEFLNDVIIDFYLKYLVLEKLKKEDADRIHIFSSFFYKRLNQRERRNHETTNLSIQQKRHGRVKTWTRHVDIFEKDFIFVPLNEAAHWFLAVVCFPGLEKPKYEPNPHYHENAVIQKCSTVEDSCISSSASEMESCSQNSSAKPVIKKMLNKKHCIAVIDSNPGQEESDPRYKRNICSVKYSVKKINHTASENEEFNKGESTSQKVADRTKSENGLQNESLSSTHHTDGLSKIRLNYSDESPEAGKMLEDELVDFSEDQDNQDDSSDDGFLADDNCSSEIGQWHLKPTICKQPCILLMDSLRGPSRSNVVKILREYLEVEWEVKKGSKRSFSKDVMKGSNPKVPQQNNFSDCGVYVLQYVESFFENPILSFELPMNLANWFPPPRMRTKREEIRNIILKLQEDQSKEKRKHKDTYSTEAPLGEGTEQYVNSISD
SENP1 FRET inh: SENP1 (human) catalytic domain inhibition | Q9P0U3 | recombinant SENP1 catalytic domain, CyPet-SUMO1-YPet FRET cleavage | inhibition, % at 10 µM | actives 0.21% (n = 360,000);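 active means inhibition at least 30% at 10 µM, raw YFP signal under a set limit, fluorescence ratio 0.5 to 1.5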;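 further: 0% = enzyme with DMSO and 100% = no enzyme wells; some results filed as inactive read as strong as hits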
Target sequence (Q9P0U3 419-644 limits assumed): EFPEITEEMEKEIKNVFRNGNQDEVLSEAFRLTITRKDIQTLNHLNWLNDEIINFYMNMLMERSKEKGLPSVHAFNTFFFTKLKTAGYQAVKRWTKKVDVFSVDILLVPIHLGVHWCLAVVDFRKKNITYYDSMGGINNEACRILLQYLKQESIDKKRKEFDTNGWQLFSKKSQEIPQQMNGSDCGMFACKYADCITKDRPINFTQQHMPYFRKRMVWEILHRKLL
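Material: hSENP1 catalytic domain, recombinant; medium: Tris pH 8 with BME, BSA, NP40 and catalase; compound: single concentration of 10 µM compound, 0.5% DMSO final; technique: FRET read of cyan and yellow fluorescence; timing: 50 min enzyme reaction, room temperature, light-protected; reagent: SFCypet-SUMO1-SFYpet substrate at 25 nM; control set: no-enzyme low, enzyme-DMSO high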
HKDC1 inh: blocks human hexokinase HKDC1 activity; Q2TB90; recombinant HKDC1, G6PDH/diaphorase resazurin coupled fluorescence; inhibition, % at 20 µM; actives 0.16% (n = 340,000);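 active means inhibition above about 35% when tested at 20 µM, limit read from the data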;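 further: plate controls were DMSO wells with enzyme for no effect and DMSO wells lacking enzyme for full effect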
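Incubation: 90 min at room temperature in dark / Material: recombinant HKDC1 (HK5) hexokinase enzyme, produced in-house / Quantity: enzyme 5 µg/mL final / Compound: one dose of 20 µM, 1% DMSO / Reagent: glucose and ATP substrates / Buffer or medium: Tris pH 8.0 buffer with MgCl2, Tween-20, BSA, BME / Technique: resorufin fluorescence at 613 nm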
* hit, by the source's call; · = no result given.

1. CCCCOc1ccc(N2C(=O)CC(NCc3ccncc3)C2=O)cc1 (configuration not stated)
2. COc1ccc(C(=O)Nc2ccc(S(=O)(=O)Nc3nccnc3OC)cc2)cc1
3. Cc1ccc(CNC(=O)CCC2CCCN(Cc3cccc4ncccc34)C2)o1 (configuration not stated)
4. COc1ccc(C)cc1S(=O)(=O)N1CCN(c2ccccc2)CC1
5. CCOc1ccc(NC(=O)C(CC(=O)O)Cc2ccccc2)cc1 (configuration not stated)
6. O=C(NCc1ccc2c(c1)OCO2)c1ccc(N2CCCCCC2)c([N+](=O)[O-])c1

Screen / compound no. | 1 | 2 | 3 | 4 | 5 | 6
SENP8 block-2 | 5 | 2 | 9 | -4 | 9 | -1
SENP8 block-1 | 12 | 9 | -8 | -7 | 13 | 19
SENP7 block | 1 | -1 | 4 | 0 | -5 | -6
SENP6 block | 5 | 1 | 11 | 5 | -7 | -20
HKDC1 inh | -10 | -1 | -10 | -1 | -14 | 7
Apaf1 inhib | 1 | -10 | -5 | 5 | -12 | 8
SENP1 FRET inh | 0 | 3 | -5 | -2 | 1 | 3
PfG6PD inh | 5 | 18 | 8 | -1 | -11 | 9

Filtered by structure, those above containing an aryl methoxy group
2. COc1ccc(C(=O)Nc2ccc(S(=O)(=O)Nc3nccnc3OC)cc2)cc1
4. COc1ccc(C)cc1S(=O)(=O)N1CCN(c2ccccc2)CC1

Screen / compound no. | 2 | 4
SENP8 block-2 | 2 | -4
SENP8 block-1 | 9 | -7
SENP7 block | -1 | 0
SENP6 block | 1 | 5
HKDC1 inh | -1 | -1
Apaf1 inhib | -10 | 5
SENP1 FRET inh | 3 | -2
PfG6PD inh | 18 | -1

(next part)
7. O=C(Cc1ccc([N+](=O)[O-])cc1)Nc1ccc2c(c1)CCC2
8. COc1ccc(NS(=O)(=O)c2cc(NS(=O)(=O)c3cc(C(=O)O)ccc3OC)ccc2C)cc1
9. COc1ccc(OC)c(C2=Nn3c(nnc3-c3ccncc3)SC2)c1
10. C=CCOC(=O)C1=C(C)Nc2nnnn2C1c1cccc(OC)c1OC (configuration not stated)
11. COc1cc(OC)c2cc[nH]c2c1
12. CCNc1ccc(C(=O)OCC(=O)N(Cc2ccccc2)C(C)(C)C)cc1[N+](=O)[O-]

Screen / compound no. | 7 | 8 | 9 | 10 | 11 | 12
SENP8 block-2 | 8 | · | 7 | 5 | -5 | -8
SENP8 block-1 | 19 | 3 | -157 | -2 | -11 | 10
SENP7 block | -3 | · | 5 | 0 | 2 | 14
SENP6 block | 19 | · | -2 | -44 | -4 | -5
HKDC1 inh | -6 | -4 | -2 | -5 | 1 | 8
Apaf1 inhib | 5 | · | -17 | 6 | 7 | 6
SENP1 FRET inh | 3 | 1 | -4 | 18 | -2 | 3
PfG6PD inh | -7 | -31 | -1 | 39 | -8 | -5

13. COc1ccc(C(C(=O)NCC2CCCO2)N(Cc2ccc(F)cc2)C(=O)CNC(=O)c2ccco2)cc1OC (configuration not stated)
14. NNC(=O)c1cc2cc3ccccc3nc2s1
15. COc1cccc(CNC(=O)CN2C(=O)NC(c3ccccc3)(c3ccccc3)C2=O)c1
16. O=C(CN1C(=O)C(=O)N(Cc2ccco2)C1=O)Nc1ccc(F)c(F)c1F
17. COC(=O)C1=COC(C)C2CN3CCc4c([nH]c5cc(OC)c(OC)cc45)C3CC12 (configuration not stated)
18. COc1ccc(CN2C(=O)c3ccccc3C2=O)cc1C(=O)Nc1ccc(C)cc1C

Screen / compound no. | 13 | 14 | 15 | 16 | 17 | 18
SENP8 block-2 | 2 | -9 | -2 | -7 | 9 | -1
SENP8 block-1 | 7 | -5 | 4 | 18 | -24 | 15
SENP7 block | -7 | 7 | 4 | -8 | 4 | 9
SENP6 block | 4 | -13 | 0 | -4 | 13 | -9
HKDC1 inh | -7 | -4 | 2 | 0 | 4 | -6
Apaf1 inhib | 0 | 1 | 16 | -7 | 15 | -2
SENP1 FRET inh | 1 | 1 | 4 | -2 | -21 | 4
PfG6PD inh | 1 | 5 | 19 | -14 | 25 | 0

19. O=C(N/N=C/c1ccccn1)c1cc(-c2ccc(Cl)s2)[nH]n1
20. O=[N+]([O-])c1cccc(-c2ccc(CN3CCN(c4ccccc4)CC3)o2)c1
21. CCCCC(=O)Nc1sc2c(c1C(N)=O)CCC2
22. COc1ccccc1C1CCN(Cc2cccc3ccccc23)CC1
23. COc1cccc(/C(C)=N/NS(=O)(=O)c2ccc(Cl)cc2)c1
24. CCCOc1cccc(C2C(C(=O)c3ccc(C)o3)=C(O)C(=O)N2CCN2CCOCC2)c1 (configuration not stated)

Screen / compound no. | 19 | 20 | 21 | 22 | 23 | 24
SENP8 block-2 | 3 | -9 | -10 | 4 | 5 | 7
SENP8 block-1 | 5 | 5 | -32 | 18 | 9 | -23
SENP7 block | 7 | 8 | -9 | 2 | -6 | 1
SENP6 block | 0 | -6 | -16 | 20 | -13 | 7
HKDC1 inh | -28 | 3 | -4 | -1 | -5 | -4
Apaf1 inhib | 10 | 13 | 6 | 9 | 14 | -8
SENP1 FRET inh | -6 | 3 | -2 | -1 | 3 | -2
PfG6PD inh | -10 | -7 | -1 | 22 | -4 | -4

25. CCOC(=O)c1sc2nc3n(c(=O)c2c1C)CCC3
26. Cn1c(Cn2cnc3ccccc32)nnc1SCC(=O)CC(=O)Nc1ccccc1
27. O=C(CN1CCC(NC(=O)C2CC2)CC1)Nc1cccc(F)c1
28. Cc1cc(N2CCN(C)CC2)nc2ccc(NC(=S)N3CCN(c4ccc(F)cc4)CC3)cc12
29. C=C1C(=O)OC2C1CCC(C)=C1C(=O)C3OC3(C)C12 (configuration not stated)
30. N#Cc1ccsc1NC(=O)COC(=O)c1ccc2ccccc2c1

Screen / compound no. | 25 | 26 | 27 | 28 | 29 | 30
SENP8 block-2 | -10 | -2 | 5 | -6 | · | 84*
SENP8 block-1 | -13 | -2 | 12 | -210 | 30 | 17
SENP7 block | -4 | -1 | -4 | 2 | · | 86*
SENP6 block | -9 | 0 | -6 | -12 | · | 91*
HKDC1 inh | -3 | -1 | -5 | 0 | 11 | 16
Apaf1 inhib | 2 | 6 | -2 | -6 | · | 2
SENP1 FRET inh | 1 | -3 | 1 | -11 | 3 | -11
PfG6PD inh | -6 | 4 | -3 | -7 | 15 | -32

Continued, overlapping the part above by four compounds.
27. O=C(CN1CCC(NC(=O)C2CC2)CC1)Nc1cccc(F)c1
28. Cc1cc(N2CCN(C)CC2)nc2ccc(NC(=S)N3CCN(c4ccc(F)cc4)CC3)cc12
29. C=C1C(=O)OC2C1CCC(C)=C1C(=O)C3OC3(C)C12 (configuration not stated)
30. N#Cc1ccsc1NC(=O)COC(=O)c1ccc2ccccc2c1
31. C/C(Cc1ccccc1)=N\NC(=O)c1cccnc1
32. O=C(NCCc1ccccc1)C1CCCN(S(=O)(=O)c2cccs2)C1 (configuration not stated)
33. Cc1oc(-c2cccc(Cl)c2)nc1CS(=O)(=O)CC(=O)NCCCN1CCOCC1
34. CCCCNC(=O)C1CCC(CNS(=O)(=O)c2cccc3nsnc23)CC1 (configuration not stated)
35. COC(=O)Cc1nnc(NC(=O)C(C)C)s1
36. CC(=O)c1ccc(C(=O)N2CCc3c([nH]c4ccccc34)C2c2cccc(C)n2)s1 (configuration not stated)

Screen / compound no. | 27 | 28 | 29 | 30 | 31 | 32 | 33 | 34 | 35 | 36
SENP8 block-2 | 5 | -6 | · | 84* | -9 | 4 | -11 | -8 | 5 | 6
SENP8 block-1 | 12 | -210 | 30 | 17 | 23 | -6 | 17 | 4 | 10 | 9
SENP7 block | -4 | 2 | · | 86* | -11 | -4 | 10 | -1 | -3 | -9
SENP6 block | -6 | -12 | · | 91* | -11 | 9 | -10 | 7 | -6 | -8
HKDC1 inh | -5 | 0 | 11 | 16 | -6 | -3 | -2 | -6 | -4 | 6
Apaf1 inhib | -2 | -6 | · | 2 | 5 | 8 | 0 | 7 | -3 | -11
SENP1 FRET inh | 1 | -11 | 3 | -11 | 0 | -2 | 2 | 2 | 2 | -6
PfG6PD inh | -3 | -7 | 15 | -32 | 6 | 14 | -1 | -6 | 0 | -3

Fetched by compound from the list above:
36. CC(=O)c1ccc(C(=O)N2CCc3c([nH]c4ccccc34)C2c2cccc(C)n2)s1 (configuration not stated)
7. O=C(Cc1ccc([N+](=O)[O-])cc1)Nc1ccc2c(c1)CCC2

Screen / compound no. | 36 | 7
SENP8 block-2 | 6 | 8
SENP8 block-1 | 9 | 19
SENP7 block | -9 | -3
SENP6 block | -8 | 19
HKDC1 inh | 6 | -6
Apaf1 inhib | -11 | 5
SENP1 FRET inh | -6 | 3
PfG6PD inh | -3 | -7

Continuation.
37. CC(C)N1CCC(N2CCN(CC#Cc3ccccc3)CC2CCO)CC1 (configuration not stated)
38. CCOC(=O)c1c(CC(C)C)csc1/N=C/C1C(=O)CCCC1=O
39. COc1ccccc1C(=O)Oc1ccc2c(c1)O/C(=C\c1ccncc1)C2=O
40. Clc1ccc2nc(-c3ccccc3)c(CN3CCOCC3)n2c1
41. Nc1c(-c2ccccc2)n[nH]c1-c1ccccc1
42. COc1cc(OC)cc(C(=O)Nc2nc(CC(=O)NCc3ccc(F)cc3)cs2)c1

Screen / compound no. | 37 | 38 | 39 | 40 | 41 | 42
SENP8 block-2 | 4 | 6 | 1 | -8 | -3 | -4
SENP8 block-1 | 11 | -44 | -6 | -68 | -163 | 4
SENP7 block | -2 | -1 | -1 | 1 | 30 | -9
SENP6 block | -20 | -26 | 11 | 6 | 45 | -16
HKDC1 inh | -9 | 2 | 13 | 16 | 12 | 3
Apaf1 inhib | -5 | 10 | 6 | 3 | -6 | 13
SENP1 FRET inh | -5 | -81 | -29 | -1 | 1 | 3
PfG6PD inh | -10 | 13 | 4 | 5 | 7 | 9

43. COc1c(F)c(F)c(C(=O)Nc2cccc(Cl)c2N2CCOCC2)c(F)c1F
44. CC(C)C(OC(=O)c1ccco1)C(=O)NCc1ccco1 (configuration not stated)
45. Cc1cc(NC(=O)CCC(=O)N(Cc2ccco2)C2(C(=O)NC3CCCCC3)CCCCC2)no1
46. O=C(NCc1nnc(SCC(=O)N2CCCCC2)o1)c1c(F)cccc1Cl
47. COc1ccc(S(=O)(=O)N2CCN(C(=O)CN3C(=O)NC(C)(C)C3=O)CC2)cc1
48. O=C(CSc1ccc(-c2nc3ccccc3[nH]2)cn1)Nc1ccc(S(=O)(=O)NC2CC2)cc1
49. Cc1c(NC(=O)CSc2nnc(Nc3ccccc3)s2)c(=O)n(-c2ccccc2)n1C
50. COc1ccc(NC(=O)CSc2nnc(-c3ccco3)n2C)cc1
51. O=C(CSCc1nc2ccccc2[nH]1)Nc1ccccc1

Screen / compound no. | 43 | 44 | 45 | 46 | 47 | 48 | 49 | 50 | 51
SENP8 block-2 | 0 | 0 | -4 | 3 | 2 | 71* | 4 | -7 | -12
SENP8 block-1 | 30 | 5 | 11 | 11 | 3 | -264 | 3 | 20 | 3
SENP7 block | 3 | 0 | -6 | -1 | 5 | 72* | 4 | -8 | 0
SENP6 block | -2 | 2 | -6 | 7 | -1 | 85* | -3 | -13 | -8
HKDC1 inh | -2 | 0 | 1 | -23 | 0 | 6 | -12 | -8 | -8
Apaf1 inhib | 14 | -7 | 6 | -2 | -16 | 6 | -6 | 3 | -12
SENP1 FRET inh | 2 | -2 | 2 | 2 | -1 | -3 | 1 | 0 | 2
PfG6PD inh | -2 | -1 | 1 | 5 | -9 | 23 | 5 | 3 | 3
